# NCOA3 inh: SRC3 coactivator transcriptional activity inhibitors, primary screen, cell-based, luminescence; Nuclear receptor coactivator 3 (Homo sapiens), Q9Y6Q9; HEK293 GAL4-SRC3 luciferase reporter; inhibition, % at 3.6 µM; 0.17% of 360,000 active;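 active = inhibition above a per-campaign cutoff, the mean of all compounds plus 3 SD, cut at about 60% in these data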;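 note: 0% = DMSO-treated cells and 100% = gossypol-treated cells at 36 µM; higher means less SRC3-driven luciferase light from the GAL4 reporter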
# NCOA1 inh: SRC1 coactivator transcriptional activity inhibitors, primary screen, cell-based, luminescence. HEK293 GAL4-SRC1 luciferase reporter. AID 588354, 2011. 0.12% of 360,000 active. inhibition, % at 3.6 µM. Nuclear receptor coactivator 1 (Homo sapiens), Q15788;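 active = inhibition above the campaign mean plus 3 SD, with each screening campaign given its own cutoff, cut at about 60% in these data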;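 note: 0% = DMSO treated cells and 100% = gossypol at 36 µM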
# NOD2-RIPK2 inh: NOD2-RIPK2 binding disruptors in cells, primary screen, fluorescence, CHO cells, BLA complementation. 0.38% of 360,000 active. Receptor-interacting serine/threonine-protein kinase 2 (Homo sapiens), O43353. inhibition, % at 4.98 µM. AID 624267, 2012. CCF4 ratio; in the data active = inhibition above about 21%;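 note: 0% = vehicle only and 100% = reference blocker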
# NR2F2 inh: NR2F2 transcriptional activity inhibitors, primary screen, cell-based, luciferase reporter, HEK293T, luminescence. COUP transcription factor 2 (Homo sapiens), P24468. HEK293T NGFI-A luciferase reporter. 0.7% of 370,000 active. inhibition, % at 8.6 µM;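 active = inhibition above a per-plate cutoff, mean inhibition of test wells between control levels plus 3 SD, cut at about 38% in these data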;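 note: cells cotransfected with COUP-TFII expression vector driving the NGFI-A reporter; 0% = median of COUP-TF2 test wells and 100% = reporter-only cells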
# Target sequence (P24468 whole entry, looked up): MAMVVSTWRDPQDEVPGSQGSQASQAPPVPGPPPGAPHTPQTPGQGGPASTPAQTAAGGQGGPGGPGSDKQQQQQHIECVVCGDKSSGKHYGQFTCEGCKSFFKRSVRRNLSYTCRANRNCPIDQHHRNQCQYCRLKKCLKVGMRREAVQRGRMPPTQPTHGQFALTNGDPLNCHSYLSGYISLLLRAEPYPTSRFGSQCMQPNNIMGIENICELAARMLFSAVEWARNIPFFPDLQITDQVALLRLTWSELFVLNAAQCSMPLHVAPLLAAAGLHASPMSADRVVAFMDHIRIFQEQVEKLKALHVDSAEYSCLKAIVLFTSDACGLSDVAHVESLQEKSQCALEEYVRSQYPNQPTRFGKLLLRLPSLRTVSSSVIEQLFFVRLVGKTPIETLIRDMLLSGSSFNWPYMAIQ
# Vif inh: HIV Vif self-association inhibitors, primary screen, imaging, HEK293T, single point; HEK293T cells, Vif self-association by quenched fluorescence, 24 h; 0.35% of 340,000 active; inhibition, % at 7.49 µM; in the data active = inhibition above about 50%, passing the limit was not always enough; note: some results filed as inactive read as strong as hits
# NCOA2 inhibitor: inhibition of GAL4-SRC2 driven luciferase reporter, primary screen, SRC2 inhibitor project, cell-based, luminescence. 0.17% of 370,000 active. Nuclear receptor coactivator 2 (Homo sapiens), Q15596. inhibition, % at 9 µM. AID 651957, 2012. HEK293 GAL4-SRC2 luciferase reporter;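 active = inhibition above the mean inhibition of all tested compounds plus 3 SD, set per campaign, cut at about 52% in these data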;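 note: 0% = DMSO treated cells and 100% = cells given Gossypol at 36 µM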
# LRH-1 inv ag: LRH-1 (NR5A2) inverse agonists, primary screen, cell-based, luminescence, HEK293T, StAR-luciferase reporter; LRH-1 transfected, 24 h; 0.13% of 360,000 active; Nuclear receptor subfamily 5 group A member 2 (Homo sapiens), O00482; inhibition, % at 3.6 µM;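 active = inhibition above the mean inhibition of all tested compounds plus 3 SD, cut at about 73% in these data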;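 note: 0% = DMSO wells and 100% = reporter-only cells lacking LRH-1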
# Target sequence (O00482 whole entry, looked up): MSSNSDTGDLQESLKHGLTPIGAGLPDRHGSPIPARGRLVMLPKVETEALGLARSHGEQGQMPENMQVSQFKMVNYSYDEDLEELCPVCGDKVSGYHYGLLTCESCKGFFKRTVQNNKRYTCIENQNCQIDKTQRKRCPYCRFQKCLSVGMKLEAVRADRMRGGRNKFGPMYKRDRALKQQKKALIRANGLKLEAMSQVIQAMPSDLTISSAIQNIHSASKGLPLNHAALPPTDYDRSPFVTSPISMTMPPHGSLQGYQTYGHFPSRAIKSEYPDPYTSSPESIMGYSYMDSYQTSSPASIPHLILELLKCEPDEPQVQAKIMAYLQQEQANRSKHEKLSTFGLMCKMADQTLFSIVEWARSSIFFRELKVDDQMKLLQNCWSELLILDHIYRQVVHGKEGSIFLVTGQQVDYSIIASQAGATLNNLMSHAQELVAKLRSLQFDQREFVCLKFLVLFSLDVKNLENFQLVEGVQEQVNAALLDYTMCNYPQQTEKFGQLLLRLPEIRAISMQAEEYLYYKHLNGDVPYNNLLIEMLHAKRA
# TROY signal inh: inhibitors of TROY-driven NF-kB signaling, primary screen, Q293 LMP1-TROYcd cells, NF-kB luciferase, uHTS; Q293 LMP1-TROYcd NF-kB luciferase reporter, 4 h; inhibition, % at 10 µM; 0.98% of 360,000 active;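 active = compounds whose plate-normalised and pattern-corrected inhibition of the luciferase reporter signal at the single screening dose is 50% or more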
# C8 TRAIL sens: viability loss with TRAIL in NB7+C8 cells, primary screen, TRAIL sensitizer project, cell-based, ATPlite luminescence; 1% of 360,000 active; AID 624354, 2012; inhibition (viability loss, TRAIL sensitization), % at 10 µM;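 active = compounds causing at least 50% loss of cell viability in the single-dose screen, relative to plate controls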
# LMP1 NFkB inh: EBV LMP1-driven NF-kappaB luciferase reporter inhibitors, primary screen, cell-based, luminescence, single point. LMP1-induced NF-kappaB luciferase reporter cells. inhibition, % at 12.5 µM. 0.69% of 350,000 active. AID 504558, 2011; in the data active = inhibition above about 41%;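 note: 0% = neutral control wells and 100% = reference inhibitor control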
# TLR9-MyD88 block: inhibitors of TLR9-MyD88 association in cells, primary screen, cell-based, CHO, BLA complementation, fluorescence; Toll-like receptor 9 (Homo sapiens) + Myeloid differentiation primary response protein …; CCF4 FRET ratio; inhibition, % at 4.98 µM; 0.21% of 340,000 active;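 active = inhibition above the mean over all tested compounds plus 3 SD, cut at about 21% in these data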;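 note: 0% = DMSO only wells and 100% = clavulanate BLA inhibitor control wells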
# * hit, by the source's call; · = no result given; & = joins results of further samples. Only part of the results is shown (hit frequency here may not be typical).
SMILES,NCOA3 inh,NCOA1 inh,NOD2-RIPK2 inh,NR2F2 inh,Vif inh,NCOA2 inhibitor,LRH-1 inv ag,TROY signal inh,C8 TRAIL sens,LMP1 NFkB inh,TLR9-MyD88 block
CCN(CC)C(=O)c1ncn2c1C(=O)N(C)CC2,8,-6,-11,-2,3,-2,6,-1,-5,·,·
Cc1ccc(C(C(=O)NC2CCCCC2)N(C(=O)c2csnn2)C2CCCC2)o1 (stereo not drawn),-3,2,1,20,-5,2,-33,-9,-9,-10,3
Cc1ccc(NC(=O)COC(=O)c2ccccc2Nc2ccccc2)cc1,14,-7,4,-3,-6,-12,-8,19,-2,-2,0
O=C(Nc1ccc2c(c1)OCCO2)C1CCCN1S(=O)(=O)c1ccc(Cl)cc1 (stereo not drawn),11,0,-10,23,·,0,-6,0,18,3,-10
N/C(=N\OC(=O)N1CCOCC1)c1ccc(Br)cc1,3,-34,-10,3,3,11,-5,-18,2,1,9
COCCCNCCCOc1ccc(Cl)cc1C(C)(C)C,16,-6,-2,-20,-3,11,-2,12,29,3,-4
C=CC(=O)Nc1ccc(N(C)c2ccnc(Nc3ccc(N4CCN(C)CC4)cc3)n2)cc1,12,18,12,33,-2,21,32,9,10,-3,-1
CCOc1ccc(CNC(=S)Nc2ccccc2)cc1Cl,-11,-5,-4,19,4,14,14,1,-3,9,-6
CC(C(=O)O)n1nc2ccccc2n1 (stereo not drawn),6,4,-5,11,2,-7,9,2,-21,-3,-2
CC(C)(C)N(Cc1ccccc1)C(=O)COC(=O)Cn1[nH]c(=O)c2ccccc2c1=O,13,-7,1,2,2,-5,13,7,-8,1,6
CCNC(=O)N(C)C[C@H]1N[C@@](CC)(C(=O)OC)[C@H]2C(=O)N(Cc3ccccc3)C(=O)[C@@H]12,4,-1,4,0,-4,-3,12,4,-18,3,11
CCCc1nc2ccccc2[nH]1,3,-5,4,-2,1,-5,8,-7,-11,3,2
Cc1cc(C(=O)NNC(=S)NC2CCCCC2)cs1,-18,-39,0,-13,-4,-54,-52,-47,-3,-7,-3
CC(C)CN(C(=O)CN1CCN(c2ccc(O)cc2)CC1)c1c(N)n(CC(C)C)c(=O)[nH]c1=O,6,-14,-3,8,1,16,-3,-39,9,3,0
C[C@H](CCC(=O)O)[C@H]1CC[C@H]2[C@@H]3CC[C@@H]4C[C@H](O)CC[C@]4(C)[C@H]3C[C@H](O)[C@]12C,8&10&5,-27&1&1,-12&-11&-5,6&14&-12&1,-7&-8&3,12&10&5&-2,-9&10&13,10&-6&-2,-7&-2&-2,2&1&-2,-3&-5&9
Cc1cccc(C)c1NC(=O)C(Cl)=C(Cl)Cl,11,-14,-6,8,-6,30,12,-1,2,-61,-4
O=C(NCc1ccccc1)c1ccc(Br)cc1Br,-6,-11,4,-7,0,-26,-24,-14,22,-1,-1
COc1ccc2[nH]c3nc(SCC(=O)NC4CC4)nnc3c2c1,15,-20,-11,18,1,-13,11,-11,-21,15,7
Cc1c(C(=O)OC(C)C)nnn1-c1nonc1N,-9,-7,-1,-1,-8,-15,-1,-3,6,5,8
COc1ccc(C(=O)OCc2cc(=O)n3ccsc3n2)cc1F,-24,-20,1,-8,1,-20,-18,-49,17,-17,-3
CCOC(CNC(=O)c1ccc2c(c1)ncn2-c1ccccc1OC)OCC,-9,-16,13,-15,-4,-18,-3,-15,0,-5,-8
CN(C)c1cc(-c2ccc([N+](=O)[O-])cc2)oc(=O)c1Cl,26,-24,-4,32,0,-16,13,-10,-8,-2,3
CCO[C@@H]1OC(C(=O)O)=C[C@H](c2coc3ccccc3c2=O)[C@H]1CCCO,-14,-2,5,-1,5,6,-21,7,18,-6,-14
O=C(c1cccc(N2CCCC2=O)c1)N1CCOCC1,11,-2,-14,-10,5,-10,9,11,-12,6,14
CN(CC(=O)Nc1ccccc1C(F)(F)F)C(=O)c1cc(Cl)nc2ccccc12,12,-1,1,-6,-12,-12,6,-3,-3,2,-9
# The list continues.
SMILES,NCOA3 inh,NCOA1 inh,NOD2-RIPK2 inh,NR2F2 inh,Vif inh,NCOA2 inhibitor,LRH-1 inv ag,TROY signal inh,C8 TRAIL sens,LMP1 NFkB inh,TLR9-MyD88 block
O=C(c1ccc(N2CCCC2=O)cc1)N1CCN(c2ccccc2Cl)CC1,-25,-12,4,-8,25,2,-12,10,9,12,5
CC(=O)c1c(C)[nH]c(C(=O)OCC(=O)N2CC(C)OC(C)C2)c1C (stereo not drawn),10,18,-3,-11,0,-13,-15,-5,1,1,-16
COC(=O)CNC(=O)c1ccc(C)s1,7,-5,-4,-6,14,-3,9,-17,-8,-1,-1
O=C(c1ccc(N2CCOCC2)c([N+](=O)[O-])c1)N1CCCC(C(F)(F)F)C1 (stereo not drawn),-1,1,-3,6,0,-5,6,-8,0,-25,7
CC(=O)Nc1sc2c(c1C(c1ccccc1)N1CCOCC1)CCCC2 (stereo not drawn),-2,-1,-10,5,4,5,-8,-2,0,8,-1
Cc1cc(NC(=O)CN2CCN(c3cccc(Cl)c3)CC2)no1,15,-4,-13,-6,-5,0,-2,13,-45,0,-3
CCCCc1nnc(SCC(=O)NC2CCCCC2)n1C,-11,-21,0,4,-9,-24,-9,0,-11,-2,-9
COc1ccc(CCNC(=O)CCN2C(=O)COc3ccccc32)cc1OC,2,-1,-5,16,126*,-29,-13,-9,10,-2,10
O=[N+]([O-])c1ccc(N2CCN(c3ccccc3)CC2)cc1,-45,-29,-7,-5,-1,-9,-36,-40,6,-13,5
O=C(COC(=O)/C=C/c1ccc(Br)o1)NCCCN1CCCC1=O,11,-5,2,-1,-1,-6,4,17,0,0,12
Cc1c(C(=O)N2CCCCC2)c(S(=O)(=O)NCc2ccc(Cl)cc2)c(C)n1C,9,-8,5,7,20,7,-7,-15,-3,1,-2
CCOC(=O)c1csc(NC(=O)c2cccs2)n1,-83,-89,5,-21,-5,-37,-120,-45,2,-27,8
NC(=O)C1CCN(C2CC(=O)NC2=O)CC1 (stereo not drawn),8,-6,4,-28,0,22,-2,10,0,-2,-10
CNS(=O)(=O)c1cccc(C(=O)OCC(=O)NC2CCCC2)c1,6,-36,-5,6,-2,-8,-6,1,3,5,1
O=C(/C=C/c1ccco1)OCc1nnc(-c2ccccc2)o1,16,-2,-18,-32,·,-14,-7,-18,-8,-2,2
OC(CN=c1sc2ccccc2n1CC(O)COc1ccccc1)COc1ccccc1 (stereo not drawn),0,-29,-11,10,·,16,10,39,16,9,-13
CN(C)c1nc(-c2ccccc2)nnc1C(F)(F)F,-7,-2,-5,10,-11,-10,-9,-20,6,-3,6
Cc1noc(/C=C/N(C)C)c1S(=O)(=O)NC1CCCCC1,-54,-36,-11,-22,-3,-1,-15,14,14,-1,-11
COc1ccc2nc(SCC(=O)Nc3cc(C)on3)[nH]c2c1,-11,-7,-11,0,·,5,-7,16,-1,-2,-5
O=C(Cc1ccc([N+](=O)[O-])cc1)Nc1ccc(Br)cn1,-24,6,1,-16,-6,-2,-18,3,-15,-9,-12
O=C(CNS(=O)(=O)c1ccccc1)NCC(=O)OCc1ccc(Br)cc1,5,5,-6,-6,-1,2,-4,4,-3,-2,3
O=C(Oc1ccc(Br)cc1C(=S)N1CCOCC1)c1cccc([N+](=O)[O-])c1,-11,3,4,11,-4,-14,-9,-44,1,-9,-1
CCOc1ccc(CN2CCN(CCCc3ccccc3)C(CCO)C2)cc1 (stereo not drawn),9,-15,7,3,-5,-3,9,-8,-8,2,5
CCCCNC(=O)CCSc1ccc(C)cc1,7,-4,-3,1,-6,-7,5,-20,29,4,-15
COCCCNC(=O)c1c(N)n(/N=C/c2ccccn2)c2nc3ccccc3nc12,21,6,-13,-9,-29,4,-1,-9,5,12,0
# (cont.)
SMILES,NCOA3 inh,NCOA1 inh,NOD2-RIPK2 inh,NR2F2 inh,Vif inh,NCOA2 inhibitor,LRH-1 inv ag,TROY signal inh,C8 TRAIL sens,LMP1 NFkB inh,TLR9-MyD88 block
CN(C)C1(CN=Cc2cc(Cl)cc([N+](=O)[O-])c2O)CCCCC1,-21,-52,7,13,2,-10,4,13,5,2,2
Cn1c(=O)c(Cc2ccccc2)c(O)c2ccccc21,-19,13,0,-4,·,3,22,11,-7,4,-2
CCCC(=O)OC1CCS(=O)(=O)c2sccc21 (stereo not drawn),3,0,1,8,-3,11,5,-13,-1,-11,-1
CCOc1ccc(C(=O)Nc2cccc(C(C)=O)c2)cc1[N+](=O)[O-],16,3,-12,-1,·,-27,2,6,-5,1,-2
COc1cc2[nH]c(C(=O)N3CCC(Cc4ccccc4)CC3)cc2c(OC)c1OC,-6,-13,-1,11,-1,18,-15,17,8,10,11
Cc1cnc(C(=O)OC(C)C(=O)Nc2ccc(Cl)cn2)cn1 (stereo not drawn),-5,2,-12,0,-1,9,-13,7,-13,-1,3
O=C(OCC(=O)c1c[nH]c2ccccc12)c1cncc(Br)c1,-14,-6,2,17,35,0,4,-1,-2,-11,6
Cc1c(-c2ccn[nH]2)cc(NC(=O)c2ccc(Cl)cc2)c(=O)n1N,16,15,-5,-9,-3,-6,19,8,-1,2,·
CN(C(=O)COC(=O)/C=C/c1cn(-c2ccccc2)nc1-c1ccc2c(c1)OCCO2)C1CCS(=O)(=O)C1 (stereo not drawn),-15,-1,-8,-29,-6,-40,7,13,17,1,3
COc1ccc2c(c1)OC[C@H]1[C@H]2N2C(=O)CN(Cc3ccc(F)cc3)C(=O)[C@@]2(C)[C@H]1c1ccccc1,-24,-10,7,2,0,6,4,1,1,-10,-9
C/C(Cc1ccccc1)=N\NC(=O)CNC(=O)c1ccccc1O,2,12,-14,-30,2,-26,-3,-4,-11,5,11
O=C(Nc1nc(-c2ccc3c(c2)OCO3)cs1)C1CC1,-90,-57,-7,-21,-2,-15,-152,-78,-10,-55,-4
CCn1c(SCC(=O)OC)nc2cc(S(=O)(=O)N3CCOCC3)ccc21,1,-2,1,16,-2,-55,8,19,-2,-1,-6
CCOc1ccc(S(=O)(=O)N(CC)CC(=O)N2CCOCC2)cc1C,4,-18,-8,-9,-5,6,12,1,-2,2,0
O=C(CN1CCN(Cc2ccccc2)CC1)Nc1nnc(C(F)(F)F)s1,7,1,1,5,-9,11,12,22,-12,-2,-4
CCCS(=O)(=O)c1nc(S(=O)(=O)c2ccc(C)cc2)c(N2CCOCC2)s1,2,-9,-8,-3,-6,-27,-1,8,-4,3,-3
CC1CC(C)CN(CCCNC(=O)c2ccc(CS(=O)(=O)Cc3cccc(Cl)c3)o2)C1 (stereo not drawn),3,-3,-5,-3,13,10,8,1,-5,3,-1
COc1ccc(C(=O)OCc2nc(N)nc(Nc3ccccc3C)n2)cc1OC,-9,5,-13,9,4,0,-18,6,-2,5,-14

# Screening results as filed in PubChem BioAssay.
